# Compound activity: PubChem BioAssay, National Center for Advancing Translational Sciences (NCATS)
# GAA glycogen mod = GAA glycogen-cleavage inhibition or activation. recombinant GAA, glycogen substrate, Amplex Red glucose oxidase fluorescence. Potency, µM (doses to about 76.4 µM), for inactives: at the highest dose activity change, negative = inhibition, most hits filed as inhibitors. 300,000 compounds, 0.38% hits. AID 2100;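 further: potency means the concentration at half of the fitted maximal effect; 0% = full enzyme reaction and -100% = no-enzyme basal signal; the screen sought inhibitors and activators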
#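 Recombinant human alpha-glucosidase (4 nM final) hydrolysed bovine liver glycogen (30 ug) for 40 min at 37 C in pH 5.0 citrate/phosphate with 0.01% Tween-20. Released glucose detected by glucose oxidase/Amplex Red, Ex 573/Em 610 nm. Compounds up to 77 uM; AC50 from Hill fits.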
# HTT cytoprotect = protects HTT-Q103 PC12 cells, measured by ATP; PC12 HTT-Q103 induced, cytoprotection, ATP luminescence, 40 h; Potency, µM (titrated, usually from 56.4 µM), for inactives: cytoprotection (ATP increase), actives largely listed as activators; 230,000 compounds, 0.14% hits;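 further: potency means the concentration at half of the fitted maximal effect; % of control where 0% means no effect; nearly all actives have a fitted effect of over 45% in size; toxic huntingtin expression switched on by the ecdysone agonist tebufenozide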
#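 Compounds were screened for protection of PC12 cells against cell death after tebufenozide induction (100 nM final) of mutant Huntingtin exon 1 (Q103) fused to GFP.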
# CBFb-RUNX1 inh = CBF-beta/RUNX1 interaction disruption; AlphaScreen CBFb-His/RUNX1-biotin binding, biochemical; Potency, µM (top dose mostly 59.8 µM), for inactives: top-dose activity, negative = inhibition, actives largely listed as inhibitors; 230,000 tested, under 10 active; further: % of control where 0% means no effect
# Target sequence (Q01196 whole entry, looked up): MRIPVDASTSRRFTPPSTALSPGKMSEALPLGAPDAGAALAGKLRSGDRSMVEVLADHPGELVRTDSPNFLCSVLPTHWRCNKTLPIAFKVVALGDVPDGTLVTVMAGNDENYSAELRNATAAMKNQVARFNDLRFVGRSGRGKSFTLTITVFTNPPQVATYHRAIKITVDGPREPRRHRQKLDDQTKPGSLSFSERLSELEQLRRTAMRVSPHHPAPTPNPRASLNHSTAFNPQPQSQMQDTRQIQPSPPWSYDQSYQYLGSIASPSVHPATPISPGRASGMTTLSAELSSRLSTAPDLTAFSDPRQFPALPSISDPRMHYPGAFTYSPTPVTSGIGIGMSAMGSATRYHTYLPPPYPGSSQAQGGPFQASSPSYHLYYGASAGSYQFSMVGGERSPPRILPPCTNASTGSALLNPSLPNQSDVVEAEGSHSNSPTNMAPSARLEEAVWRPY
# Target sequence (Q13951 whole entry, looked up): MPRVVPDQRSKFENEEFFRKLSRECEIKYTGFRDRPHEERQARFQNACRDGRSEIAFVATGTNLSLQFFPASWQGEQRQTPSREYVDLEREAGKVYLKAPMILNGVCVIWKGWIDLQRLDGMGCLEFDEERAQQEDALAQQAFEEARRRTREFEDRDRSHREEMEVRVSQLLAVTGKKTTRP
#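 Inhibition was taken as any reduction in AlphaScreen signal from the CBF-beta–RUNX1 pair (His and biotin tags, 30 nM each), measured after compound (15 min) and bead (90 min) incubations at room temperature.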
# HttQ103 aggreg = reduces HttQ103-GFP aggregates in PC12 cells | PC12 HttQ103-GFP aggregates, Acumen cytometry, 40 h | Potency, µM (top dose mostly 46.1 µM), without a hit: at the highest dose activity change, negative = inhibition, actives largely listed as inhibitors | 220,000 compounds, 1.1% hits; further: potency means the concentration at half of the fitted maximal effect; on the % scale 0 is the no-effect control and ±100 the full control effect; nearly all actives have a fitted effect of over 60% in size
#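 Aggregates are detected as GFP objects 1–25 µm with signal 6 STDEV over background in lysates of induced PC12 cells. These carry Huntingtin exon 1 with 103 glutamines fused to GFP under an ecdysone promoter; compounds titrated.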
# GAA spleen mod = inhibitors or activators of human alpha-glucosidase in spleen homogenate | P10253 | human spleen homogenate, 4-MU-alpha-glucoside fluorescence | Potency, µM (highest dose often 79.9 µM), without a hit: top-dose activity change, negative = inhibition, hits mostly inhibitors | 240,000 compounds, 0.006% hits | AID 2112;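 further: potency means the concentration at half of the fitted maximal effect; 0% = enzyme with vehicle and -100% = no enzyme basal signal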
#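 Enzyme source: human spleen homogenate, 1 ug/well. Buffer 50 mM citric acid/K phosphate pH 5.0, 0.01% Tween-20. 4-MU-alpha-glucoside 1 mM; 37 C x 40 min; NaOH/glycine stop; fluorescence.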
# LMNA splice mod = modulators of lamin A splicing | HeLa LMNA splicing GFP/RFP minigene ratio, 48 h | Potency, µM (titrated, usually from 46.1 µM), inactives show top-dose ratio change, negative = inhibition, hits mostly inhibitors | 200,000 compounds, 0.01% hits; active means well fitted inhibition curve with a large enough effect in the signal ratio, with a control signal flat, not every such curve was filed as active; inconclusive means small, poorly fitted or top-dose-only effect, or effect the other way, or a change in a side signal; the % refers to the signal ratio; further: potency means the concentration at half of the fitted maximal effect; on the % scale 0 is the no-effect control and ±100 the full control effect
#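 S3 HeLa stable clones carrying a lamin A-EGFP splicing minigene plus DsRed2 were seeded at 600 cells/well in Opti-MEM with 2% FBS, pin-dosed and incubated 48 h at 37°C. Acumen cytometry (488 nm) gave the GFP/RFP total-intensity ratio.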
# GAA inhib = alpha-glucosidase (human) inhibition; P10253; purified human GAA, 4-MU-alpha-glucoside fluorescence; Potency, µM (highest dose often 76.9 µM), for inactives: at the highest dose activity change, negative = inhibition, actives largely listed as inhibitors; 200,000 compounds, 0.005% hits; AID 1466;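 further: potency means the concentration at half of the fitted maximal effect; plate controls were uninhibited enzyme wells for no effect and no-enzyme background for full effect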
#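 Compounds are titrated up to 77 uM against 4 nM human enzyme. Substrate 4-methylumbelliferyl-alpha-D-pyranoside (400 uM) reacts 20 min at room temperature in pH 5.0 buffer; liberated 4-methylumbelliferone is read at 440 nm.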
# Starred values were filed as active, the others as inactive; ? = inconclusive; . = no result given; [ ] = remark or other dose. Unless noted, the call rests on the fitted dose curve; in most records, active means well fitted curve in the direction sought with a large enough effect; inconclusive means small, poorly fitted or top-dose-only effect, or another doubt; inactive means no such curve, though single readings can be large; an effect the other way counts as inactive or inconclusive.
structure	GAA glycogen mod	HTT cytoprotect	CBFb-RUNX1 inh	HttQ103 aggreg	GAA spleen mod	LMNA splice mod	GAA inhib
CC(C)C(NC(=O)/C=C/c1ccc(F)cc1)C(C)C	3%	-12%	1%	5%	-1%	9%[0.0737 µM]	3%
O=C(CCC1N=C2c3ccccc3N=C(SCc3ccc(F)cc3)N2C1=O)NCc1ccco1 (stereo not drawn)	-14%	-12%	4%	7%	-12%	20%	14%
CN1CCN(S(=O)(=O)c2cccc(C(=O)Nc3nccs3)c2)CC1	5%	11%[10 µM]	7%	10%[9.22 µM]	-11%	.	.
Cn1c(=O)n(C)c2cc(/C=N/NC(=S)NCc3ccccc3)ccc21	-5%	.	-20%	?	0%	?	1%
CCOC(=O)c1nn(-c2cccc(C)c2)cc1C(=O)c1ccccc1	-11%	-1%	-7%	-7%	3%	-9%	2%
CCCCC1C2C(=O)N(c3ccc(C)cc3)C(=O)C2ON1c1ccccc1 (stereo not drawn)	?	0%[10 µM]	6%	8%[9.22 µM]	-14%	.	.
Cc1[nH]nc2c1C(c1cnn(C)c1)C(C#N)=C(N)O2 (stereo not drawn)	-13%	-17%	-11%	-9%	.	.	1%
CC(C)(C)C1=C[C@@H](CO)C[C@@H](CO)C1	3%	-23%	5%	-11%	2%	2%	-1%
Cc1ccc(NC(=O)C2(c3ccccc3)CCOCC2)c([N+](=O)[O-])c1	3%	7%[0.074 µM]	-25%	2%	-4%	14%	3%
Cc1ccc(C2c3c(oc4ccccc4c3=O)C(=O)N2c2nncs2)cc1 (stereo not drawn)	-2%	20%[10 µM]	3%	6%[9.22 µM]	1%	.	.
O=C1CC(N2CCN(c3ncccn3)CC2)C(=O)N1CCc1ccccc1 (stereo not drawn)	25%	16%[10 µM]	16%	30%[9.22 µM]	2%	.	?
N#Cc1c(NC(NC(=O)c2ccco2)C(=O)c2ccccc2)sc2c1CCCC2 (stereo not drawn)	22µM*	-7%	-15%	?	-1%	14%	-8%
Cc1sc2nc(CN(Cc3cccs3)C(=O)NC3CCCCC3)[nH]c(=O)c2c1C	-5%	9%[10 µM]	8%	?	4%	?	?
CCN(CC)S(=O)(=O)c1cccc(NC(=O)C2SC(=Nc3ccc(C)cc3C)C(C(=O)NCC3CCCO3)=C2N)c1 (stereo not drawn)	-20%	-3%	-9%	8%	-1%	-9%	-8%
COC(=O)c1c(SCc2cccc3ccccc23)nc(=O)[nH]c1C	-6%	-20%[10 µM]	3%	5%[9.22 µM]	-2%	.	.
Cc1ccc(/C=N/NC(=O)CSc2nc3ccccc3n2Cc2ccc(Cl)cc2)o1	-18%	5%[10 µM]	-30%	-14%	-7%	?	-9%
O=C(C1=C[C@H](c2coc3ccccc3c2=O)C[C@H](OCCCCO)O1)N1CCOCC1	11%	9%[10 µM]	3%	2%[9.22 µM]	-4%	.	.
O=C(Nc1ccccc1)O/N=C1\CCCCC1c1ccc([N+](=O)[O-])cc1[N+](=O)[O-] (stereo not drawn)	12%	-23%	-10%	7%	-1%	-3%	-2%
N#Cc1ccc(OCC(O)CS(=O)(=O)c2ccccc2)cc1 (stereo not drawn)	0%	-7%	3%	-5%[9.22 µM]	0%	22%[46 µM]	14%
COc1cc2c(cc1NC(=O)Nc1ccccc1)oc1ccccc12	-2%	-40%[inhibitor]	1%	?	-11%	?	-34%
CCOC(=O)/C=C/C(=O)OCC(=O)Nc1ccc([N+](=O)[O-])cc1	1%	0%[10 µM]	-1%	5%[9.22 µM]	-2%	.	.
c1ccc2sc(Sc3ncnc4sccc34)nc2c1	-4%	-24%[10 µM]	-7%	?	-6%	-16%	7%
CCOc1cc(Br)ccc1S(=O)(=O)NCc1ccccc1	4%	-11%	9%	-15%	0%	?	4%
COc1ccc(-c2cn3cccnc3n2)cc1F	9%	.	0%	4%	?	-5%	?
Cc1sc2nc(SCc3nc(-c4cccs4)no3)n(-c3ccccc3)c(=O)c2c1C	5%	-3%	-3%	1%	-7%	-1%	0%
O=C(CCS(=O)(=O)c1ccc(Br)s1)NCc1ccc2c(c1)OCO2	-1%	-1%	3%	-8%	5%	0%	4%
O=C(Cn1cc(C(F)(F)F)ccc1=O)N/N=C/c1ccc(F)cc1	5%	-18%	-5%	-1%	2%	?	-1%
O=C(O)CCC(=O)N1CCc2cc(S(=O)(=O)NC3CCCC3)ccc21	6%	-18%	6%	1%	-1%	4%	-6%
Cc1ccc(NC(=S)N/N=C2\CC3CC=CC23)c(C)c1 (stereo not drawn)	-12%	-17%	-9%	10%	-1%	.	-3%
O=C(NCc1ccco1)C12CC3CC(CC(C3)C1)C2	3%	17%[1.9 µM]	9%	-6%	5%	1%	-2%

# 3 entries from above in another layout.
# Sequence of screens – GAA glycogen mod	HTT cytoprotect	CBFb-RUNX1 inh	HttQ103 aggreg	GAA spleen mod	LMNA splice mod	GAA inhib
c1ccc2sc(Sc3ncnc4sccc34)nc2c1
    -4%	-24%[10 µM]	-7%	?	-6%	-16%	7%
Cc1sc2nc(SCc3nc(-c4cccs4)no3)n(-c3ccccc3)c(=O)c2c1C
    5%	-3%	-3%	1%	-7%	-1%	0%
CCCCC1C2C(=O)N(c3ccc(C)cc3)C(=O)C2ON1c1ccccc1 (stereo not drawn)
    ?	0%[10 µM]	6%	8%[9.22 µM]	-14%	.	.

# Next section
structure	GAA glycogen mod	HTT cytoprotect	CBFb-RUNX1 inh	HttQ103 aggreg	GAA spleen mod	LMNA splice mod	GAA inhib
CCOc1ccc(CCNC(=O)CSc2cc(=O)n(C)c3ccc(Cl)cc23)cc1OCC	-12%[76.3 µM]	8%[10 µM]	3%	26%	-5%	3%	5%
CCn1c(C(=O)N2CCC(C(=O)N3CCN(c4ccccn4)CC3)CC2)cc2sccc21	4%	1%[10 µM]	6%	-5%	-3%	?	0%
O=C(COC(=O)c1ccc2ccccc2c1)NCCCc1ccccc1	1%	-3%[1.9 µM]	-2%	?	3%	-1%	-1%
c1ccc(-c2nnc(-c3ccncc3)nc2-c2ccccc2)cc1	12%	3%[10 µM]	-6%	1%	-5%	.	7%
N=C1c2ccccc2CN1NC(=O)c1cccc(S(=O)(=O)N2CCCCC2)c1	3%	7%[10 µM]	16%	3%	-7%	-5%	?
CC(=O)N1[C@H](C)C=C[C@]1(Cc1ccccc1)C(=O)NCCN1CCOCC1	.	-33%[inhibitor]	12%	.	2%	.	.
CN(c1ccccc1)c1ccc(/C=C(\C#N)c2nnc3n2CCCCC3)cc1[N+](=O)[O-]	10%	-7%[10 µM]	?	-9%	-12%	?	-4%
CCOC(=O)C1=C(C)OC(N)=C(C#N)C1c1cc(SCC)oc1C (stereo not drawn)	3%	-3%	5%	3%	-1%	.	-7%
CN1c2ccccc2Oc2nnc(N3CCN(Cc4ccccc4)CC3)cc21	4%	-6%[10 µM]	2%	10%[9.22 µM]	2%	?	?
CN(C)S(=O)(=O)c1cccc(NC(=O)COC(=O)c2cc(=O)c3ccccc3o2)c1	-10%	-5%[10 µM]	6%	-3%[9.22 µM]	10%	?	0%
FC(F)(F)c1ccc(NC(=S)NC2CCCCC2)cc1	-13%	-71%[inhibitor]	5%	?	-3%	?	5%
CCOC(=O)c1sc(=S)n(-c2ccc3c(c2)OCO3)c1N	-4%	-15%[0.074 µM]	-17%	-32%	-11%	9%[0.0737 µM]	0%
CC(=O)OC[C@H]1O[C@@H](O/N=C/C[C@@H]2C=C[C@H](OC(C)=O)[C@@H](COC(C)=O)O2)[C@H](OC(C)=O)[C@@H](OC(C)=O)[C@@H]1OC(C)=O	12%	.	-18%[2.36 µM]	11%	0%	0%	8%
COC(=O)C1=C(C)N(c2ccc(OC)cc2)C(C)=C(C(=O)OC)C1c1ccccc1	-2%	2%[10 µM]	8%	-10%[9.22 µM]	3%	.	.
COc1ccccc1Nc1nc2ccc(C)cc2cc1C#N	-2%	-4%	7%	3%	-3%	8%	?
Cc1cccc(/C=N/N(CCO)C2=NS(=O)(=O)c3ccccc32)c1	-10%	-52%[inhibitor]	-30%	10%	.	?	-4%
Cc1ccc(/C(C#N)=C\c2ccc(N3CCOCC3)o2)cc1	-25%	17%[10 µM]	-16%	-5%[9.22 µM]	-4%	?	-4%
Cc1nnc(SCC(=O)NC(=O)Nc2ccc3c(c2)OCCO3)n1N	-4%	-1%[10 µM]	2%	2%[9.22 µM]	-4%	.	.
COc1cc(CCCN2C(=S)NC[C@@H]2CC2CCCCC2)cc(OC)c1OC	-5%	15%[10 µM]	5%	-1%[9.22 µM]	-1%	.	.
CC(NC(=O)C(NC(=O)C(Cc1c[nH]c2ccccc12)NC(=O)OC(C)(C)C)C(C)C)C(N)=O (stereo not drawn)	1%	-20%	-3%	19%	.	?	-4%
Cc1cc(C)c(S(=O)(=O)Nc2ccc(O)cc2)c(C)c1	40µM*	-10%	-2%	7%	6%	2%	-8%
CC[C@H](C)[C@H](NS(=O)(=O)c1ccc(C)cc1)C(=O)N1CCC(C(=O)N[C@H](C(=O)O)C(C)C)CC1	-12%	-3%[0.074 µM]	0%	-10%	5%	-2%	-9%
COc1ccc(/C(C)=N/NC(=O)CNC(=O)C2COc3ccccc3O2)c(OC)c1 (stereo not drawn)	-6%	-5%[10 µM]	2%	0%[9.22 µM]	2%	.	.
CCN(CCCNC(=O)C1CCC(=O)N1C(C)C)c1cccc(C)c1 (stereo not drawn)	?	2%[10 µM]	-2%	8%	-2%	15%	5%
Cc1cnc(NC(=O)CSc2nnc(-c3cccs3)n2C)s1	10%	-15%	9%	4%	3%	2%	0%
CC(=O)Nc1nc2ccc(-c3nc4ccccc4o3)cc2s1	-3%	-18%[10 µM]	0%	?	11%	-13%	?
COc1ccc(C(=O)NCC2CCCO2)cc1S(=O)(=O)N1CCCc2ccccc21 (stereo not drawn)	-8%	-22%	-1%	18%	4%	7%[46 µM]	0%
COc1cc(OC)c(OC)cc1/C=N/n1c(C)nnc1C	6%	-32%	7%	11%	-4%	5%	-11%
FC(F)(F)c1cccc(NC(=S)Nc2cccc(Cl)c2)c1	-12%	-19%	-2%	-6%	-6%	-4%	-1%
